# High-throughput results: PubChem, several laboratories
# MOR-DOR inv ag: inverse agonist of human OPRM1-OPRD1 heterodimerization | P35372+P41143 | cell-based MOR-DOR heterodimer luminescence, inverse agonism | inhibition, % at 9.3 µM | 340,000 tested, 0.21% active; in the data active = inhibition above about 22%, passing the limit was not always enough;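 also: 0% = cells with DMSO and 100% = wells without cells with DMSO; values of inactives mirror those of a sister screen read the other way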
# RTF Ca sens inh: cardiac RTF calcium desensitization; P19429+P45379; inhibition, % at 7.15 µM; 340,000 tested, 0.12% active; AID 493244; IANBD-labeled cardiac RTF, Ca2+ fluorescence;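 active = inhibition above the mean inhibition of all tested compounds plus 3 SD, cut at about 17% in these data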;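 also: assay run at fixed EC70 calcium of 1.6 mM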
# Wnt bcat act: Wnt/beta-catenin pathway activation; Wnt/beta-catenin reporter cell assay, activator, plate reader; activation, % at 9.35 µM; AID 743398; 300,000 tested, 1.2% active; in the data active = activation above about 30%, passing the limit was not always enough;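 also: 0% = neutral control wells and 100% = positive control wells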
# Keap1 Nrf2 FP: inhibitors of human Keap1-Nrf2 protein-protein interaction; Q14145; inhibition, % at 9.4 µM; Keap1 Kelch-Nrf2 peptide fluorescence polarization, 1536-well; 340,000 tested, 0.15% active; AID 504523; in the data active = inhibition above about 12%;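 also: human Keap1 Kelch domain with fluorescein labeled Nrf2 9mer peptide probe; 0% = neutral control wells and 100% = peptide positive control; higher means more block of Keap1 binding to Nrf2 peptide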
# LANA DNA inh: inhibitors of KSHV LANA C-terminal domain DNA binding; MBP-C-LANA/FAM-LBS DNA binding, fluorescence polarization; inhibition, % at 9 µM; 340,000 tested, 0.078% active;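 active = highest replicate inhibition at or above 60% at 9 µM, even if other replicates fall short; inactive = all replicates below 60% inhibition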;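 also: 0% = neutral control wells and 100% = 4 µM acridine orange control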
# MOR-DOR ag: agonists of human mu-delta opioid receptor heterodimerization; P35372+P41143; cells, OPRM1-OPRD1 heterodimerization, luminescence; activation, % at 9.3 µM; 340,000 tested, 0.3% active; AID 504326; in the data active = activation above about 18%;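 also: 0% = vehicle-treated cells and 100% = reference agonist; values of inactives mirror those of a sister screen read the other way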
# Arr AP2 block: human beta-arrestin and AP2 interaction inhibition; FITC-arrestin peptide / GST-AP2 beads, flow cytometry; AP2 beta2 appendage carries R879A mutation; inhibition, % at 10 µM; 340,000 tested, 0.31% active;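 active = inhibition above a set limit, near 3 SD of compounds lacking own fluorescence, cut at about 54% in these data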;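 also: plate controls were DMSO wells for no effect and 5 µM unlabelled arrestin peptide for full effect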
#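 system = GST-tagged AP2 beta2-adaptin appendage (R879A) on 4 µm glutathione beads | reagent = FITC-labelled arrestin peptide probe, 50 nM final | schedule = compound with beads 12 min RT, then probe 1 h RT | signal = HyperCyt-sampled flow cytometry, FL1 channel, ex 488/em 535 nm | read-out = percent response from loss of bead-bound FITC fluorescence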
# cardiac RTF act: increases calcium sensitivity of human cardiac regulated thin filaments; P19429+P45379; IANBD-labeled TnC RTF fluorescence at EC20 calcium; 0% EC20 calcium, 100% full calcium; activation, % at 7.2 µM; 340,000 tested, 0.24% active;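 active = activation above the mean over all tested compounds plus 3 SD, cut at about 30% in these data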;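 also: rise in fluorescence read as greater calcium sensitivity of cardiac thin filaments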
# Pemphigus Ab inh: blocks pemphigus antibody binding to human desmoglein-3; binding (percent of control), % at 10 µM; AID 588358; 310,000 tested, 0.48% active; DSG3-coupled beads, scFv-anti-DSG3-GFP binding, flow cytometry; active compounds read low; P32926;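 active = binding more than 3 SD below its plate's average and above zero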;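 also: hits lower antibody fragment binding to DSG3; some compounds called inactive have numbers as strong as hits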
# Target sequence (P32926 whole entry, looked up, the tested form may be a part): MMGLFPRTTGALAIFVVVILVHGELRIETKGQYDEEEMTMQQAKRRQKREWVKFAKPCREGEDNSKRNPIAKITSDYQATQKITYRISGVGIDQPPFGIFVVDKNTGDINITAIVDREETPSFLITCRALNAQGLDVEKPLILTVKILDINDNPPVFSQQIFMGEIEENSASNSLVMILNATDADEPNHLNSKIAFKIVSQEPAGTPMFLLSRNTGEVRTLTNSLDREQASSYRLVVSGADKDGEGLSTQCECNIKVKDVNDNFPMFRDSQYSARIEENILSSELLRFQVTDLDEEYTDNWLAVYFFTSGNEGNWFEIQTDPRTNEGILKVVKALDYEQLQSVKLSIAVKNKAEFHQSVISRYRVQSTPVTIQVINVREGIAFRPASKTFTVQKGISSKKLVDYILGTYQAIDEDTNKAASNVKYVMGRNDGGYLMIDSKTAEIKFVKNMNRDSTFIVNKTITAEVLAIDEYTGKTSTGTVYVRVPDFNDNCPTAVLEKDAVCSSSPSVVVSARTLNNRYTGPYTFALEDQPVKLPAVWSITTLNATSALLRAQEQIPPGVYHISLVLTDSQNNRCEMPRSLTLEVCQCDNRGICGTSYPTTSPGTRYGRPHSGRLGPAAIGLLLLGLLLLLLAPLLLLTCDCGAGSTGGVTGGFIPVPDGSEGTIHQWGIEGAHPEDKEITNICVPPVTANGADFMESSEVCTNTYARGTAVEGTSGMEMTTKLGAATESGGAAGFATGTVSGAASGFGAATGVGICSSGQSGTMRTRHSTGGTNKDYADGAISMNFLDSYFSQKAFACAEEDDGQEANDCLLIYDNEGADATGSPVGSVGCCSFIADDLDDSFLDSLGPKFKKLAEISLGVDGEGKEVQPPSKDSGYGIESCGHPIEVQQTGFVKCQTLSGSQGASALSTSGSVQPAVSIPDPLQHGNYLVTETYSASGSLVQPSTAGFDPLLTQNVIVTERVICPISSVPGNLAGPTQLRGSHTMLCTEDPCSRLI
# V-ATPase pHluor: regulators of yeast V-ATPase proton transport; S. cerevisiae, pHLuorin cytosolic pH fluorescence; response, % at 10 µM; 350,000 tested, 0.37% active; in the data active = response mostly above about 7.3%, no sharp cut-off; inactive = mostly below about 5.4%; also: actives read high; inactives centre near 0; some compounds called inactive have numbers as strong as hits; reference of the scale not given here
# * hit, by the source's call; . = no result given.
SMILES,MOR-DOR inv ag,RTF Ca sens inh,Wnt bcat act,Keap1 Nrf2 FP,LANA DNA inh,MOR-DOR ag,Arr AP2 block,cardiac RTF act,Pemphigus Ab inh,V-ATPase pHluor
O=C(CNCc1ccco1)Nc1ccccc1-n1cccc1,7,-4,-1,2,-1.5,-1.3,-4,13,103,-2
Cc1cc(C(=O)NCCN2CCOCC2)ccc1[N+](=O)[O-],.,.,-3,-3,-0.1,.,10,.,.,1
Cc1cccc(-c2cc3nc(C)cc(C)n3n2)c1,14,-4,-1,-2,-0.4,-2.8,11,-6,104,1
Cc1c2cnn(-c3ccccc3)c(=O)c2c(C)n1CCCC(=O)NCCN1CCN(C)CC1,0,10,-4,1,-10.0,0.0,18,0,102,4
O=C(COC(=O)c1ccncc1)NCc1ccccc1,-6,-27,.,0,-0.8,1.0,4,3,102,3
COc1ccccc1C(=O)NCCC(=O)N1CC(=O)Nc2ccccc21,5,-3,.,-2,-2.7,-1.2,14,-4,.,-1
CCCC(=O)Nc1ccccc1-c1nnc(SC)[nH]c1=O,2,1,-3,-7,0.7,-0.4,5,10,101,4
CNC(=O)c1c(NC(=O)CS(=O)(=O)c2ccc(F)cc2)sc(C)c1C,7,-9,.,0,0.3,-1.4,28,-1,101,0
O=C(O)CCCC(=O)Nc1cccc([N+](=O)[O-])c1,15,13,0,0,-0.1,-2.9,2,0,101,2
O=C1c2oc3ccccc3c(=O)c2C(c2cccc(O)c2)N1c1ccccn1 (centres undefined),11,-4,-2,-5,-0.6,-2.1,10,2,105,4
Cc1ccc2[nH]cc(CCNC(=O)c3ccc4c(c3)OCO4)c2c1,3,-3,0,-5,-1.4,-0.6,11,2,99,1
S=c1[nH]ccn1-c1ccccc1Cl,9,-1,3,-3,-0.4,-1.8,-12,-1,95,0
Cc1cc(N/C=C\c2nnnn2-c2ccccc2)no1,-8,1,7,-6,-1.5,1.5,6,3,98,-2
CCOC(=O)c1noc(C)c1C(=O)Nc1nc(C)cc(C)n1,11,-3,-8,-3,-0.4,-2.2,0,-6,100,-1
CC[C@]12c3[nH]c4ccccc4c3CCN1C(=O)C(CC(=O)NCCc1ccccn1)C[C@@H]2C(=O)N1CCN(C(=O)C2CC2)CC1 (some centres undefined),8,5,-1,0,1.2,-1.8,38,-14,97,-1
COCCCNC(=O)CNC(=S)N(Cc1cc(OC)c(OC)c(OC)c1)C1CCCC1,21,3,-3,1,0.4,-4.2,-22,-8,85,1
O=[N+]([O-])c1ccc(Cl)c(CN2CCCCCC2)c1,17,2,-1,-1,0.1,-3.7,6,-9,97,1
O=C(CCc1nnc(Cc2cccc(C(F)(F)F)c2)o1)NC1CC1,-4,-9,-1,1,1.7,0.8,21,1,106,-1
C=CCc1ccc(OCCOCCN(C)C)c(OC)c1,14,-5,.,-1,1.1,-2.2,2,-1,100,12*
COC(=O)c1nn(-c2ccc(Cl)cc2)c(=O)cc1Sc1ccccn1,-2,-5,.,0,-1.6,0.5,18,-3,100,11
N/C(=N\OS(=O)(=O)c1ccc(Cl)cc1)c1ccccn1,14,2,3,3,0.3,-2.7,-8,3,94,-5
CN1CCC(CC(C(=O)N2CCCC2)(c2ccccc2)c2ccccc2)C1 (centres undefined),-307,-6,-3,-9,-0.6,63*,-8,-2,.,2
COc1ccc2nc3oc(C(=O)N4CCN(c5cccc(C(F)(F)F)c5)CC4)cc3cc2c1,14,2,.,-4,0.2,-2.4,-5,7,93,0
CN=C(Nc1ccc(C(=O)OC)s1)c1ccccc1,-6,-10,10,-2,0.3,1.1,-13,0,97,2
O=C(CCc1nc2ccccc2s1)OCC(=O)c1ccc[nH]1,-3,-7,-3,-4,0.7,0.6,-19,2,.,0
Fc1ccccc1CNC(=S)NCc1ccc(Cl)cc1,-6,0,1,-2,-0.2,2.0,1,2,109,0
Cc1cccc(COCC(Cc2ccccc2)N2CCN(C(=O)c3ccc(Cl)c(Cl)c3)CCC2=O)c1 (centres undefined),3,-10,-1,1,0.2,-0.5,-4,-6,106,2
COc1cccc(CN2CCC(n3nccc3NC(=O)CCCc3ccccc3)CC2)c1O,10,2,0,1,-1.2,-1.9,-7,-4,102,-3
O=c1c2oc3ccccc3c2ncn1Cc1ccc(Cl)cc1,-2,-8,0,4,2.4,0.4,-25,6,115,1
CCOc1ccc(NC(=O)CN(C)C(=O)Cc2c(C)nc3ccccc3c2C)cc1OCC,-3,-5,0,2,0.4,0.6,13,-1,103,2
CCCC(=O)Nc1ccc(NC(=O)c2cc3ccccc3o2)c(OC)c1,7,2,2,-4,1.7,-1.3,38,1,102,10
CCONc1ncnc2nonc12,8,3,-1,0,0.8,-1.6,11,-2,102,-5
CC1(C)CN(c2ccsc2C(=O)O)C1=O,.,.,-1,-2,1.8,.,3,.,56*,0
O=C(COC(=O)c1cncc(Br)c1)NC1CCCCC1,2,2,-1,1,2.0,-0.4,-5,4,98,0
Cc1ccc2c(c1)C1CN(C)CCC1N2S(=O)(=O)c1cccc(F)c1 (centres undefined),.,-10,-6,3,-3.3,.,37,-1,.,-3
Cc1cc(C)c(S(=O)(=O)NCC(c2cccnc2)N2CCN(Cc3ccccc3)CC2)c(C)c1 (centres undefined),1,0,-5,-2,0.7,-0.2,0,2,115,1
Oc1ccc(Cl)cc1CNCc1cccc2ccccc12,-25,10,4,-1,0.4,5.4,-4,-9,109,-3
CC(C)(C)Nc1nc(Cl)nc(NCCN2CCOCC2)n1,7,-2,2,6,0.6,-1.3,30,7,105,-4
Cc1ccc(C(=O)NC2CCN(CC(=O)Nc3c(C)cc(C)cc3C)CC2)cc1,15,-3,0,-4,-0.1,-3.0,-9,4,95,-1
CS(=O)(=O)c1ccc2nc(NC(=O)CN3C(=O)C4CC=CCC4C3=O)sc2c1 (centres undefined),12,-2,-1,-1,1.4,-2.3,-16,3,93,-1
CCc1ccc(N(CC(=O)Nc2nc3ccc(C)cc3s2)S(=O)(=O)c2c(C)noc2C)cc1,-6,-4,-6,6,-0.3,1.3,-1,2,109,-3
COc1ccc(CCNC(=S)NC(=O)c2cccc(Cl)c2)cc1OC,.,.,0,.,.,.,3,.,104,-1
O=c1c2cnn(-c3ccccc3)c2nnn1/N=C/c1cccnc1,12,-13,.,-2,-3.5,-2.1,0,-4,104,1
CS(=O)(=O)N(CC(=O)N1CCCC1)c1cccc(F)c1,8,-8,0,-3,-0.5,-1.7,-5,0,93,-2
COc1ccc(NC(=S)NC(=O)/C=C/c2ccco2)c(OC)c1,11,6,2,-6,0.1,-2.3,5,-7,111,-2
NC(=S)N/N=C1\CC(n2nnnc2-c2ccccc2Cl)C2COC1O2 (centres undefined),9,-4,-1,-1,1.5,-1.8,3,-2,100,-1
O=S(=O)(NCCN1CCOCC1)c1ccc(-c2ccc(S(=O)(=O)NCCN3CCOCC3)cc2)cc1,3,4,-1,-7,-0.2,-0.7,5,11,.,-2
CCCNC(=S)NC1CC2CCC(C1)N2Cc1ccccc1 (centres undefined),-1,-6,1,-1,1.5,0.1,-12,3,97,-1
Clc1ccc(-c2nc3nc4ccccc4nc3n2Cc2ccco2)cc1,-47,-2,.,1,2.5,7.9,13,3,85,4
CC(C)CC(C)c1cc(N)nc2nc3ccccc3n12 (centres undefined),-1,-18,-3,6,0.8,0.2,-9,-5,84,22

# (cont.)
SMILES,MOR-DOR inv ag,RTF Ca sens inh,Wnt bcat act,Keap1 Nrf2 FP,LANA DNA inh,MOR-DOR ag,Arr AP2 block,cardiac RTF act,Pemphigus Ab inh,V-ATPase pHluor
COC(=O)C(C)(C)ONC(=O)Nc1ccc(Br)cc1,0,8,14,-3,0.3,-0.1,7,-4,84,0
CCN(CC)c1nc2nonc2nc1N(CC)CC,2,-4,-2,-3,-2.0,-0.3,-6,6,.,3
Cc1cccc(OCC(O)CN2C(C)(C)CC(O)CC2(C)C)c1 (centres undefined),12,7,-8,-2,-0.1,-2.2,4,5,100,-2
COc1cccc(CNc2ccc(F)c([N+](=O)[O-])c2)c1O,5,1,17,-1,0.2,-0.8,-1,-4,103,-2
CCCNC(=O)CN1C(=O)NC(c2ccccc2)(c2ccccc2)C1=O,15,-36,-4,0,-0.3,-2.5,37,2,.,4
COc1ccc(CCNC(=O)COC(=O)c2ccc(F)c(S(=O)(=O)N3CCOCC3)c2)cc1,21,-6,2,-1,1.0,-5.6,21,-2,.,-1
CCOC(=O)Cc1nnn(CC(=O)OCC)n1,7,5,.,-2,0.0,-1.3,3,0,106,-3
O=C(CCCN1C(=O)c2ccccc2C1=O)NCCc1ccc(OC(F)F)cc1,10,-7,-4,0,-1.0,-1.9,5,-5,.,1
NC(=O)c1cc(S(=O)(=O)Nc2ccc(OC(F)(F)F)cc2)cs1,-1,-1,2,2,2.3,0.1,16,8,90,-2
CCOCCN(C(=O)c1ccccc1Cl)c1cccc(C)c1C,.,.,0,-2,-0.8,.,-26,.,97,-8
COc1ccccc1NC(=O)Cn1c(C)cc(=O)c2cccc(OC)c21,.,.,-4,.,.,.,9,.,103,-4
Cc1ccc(S(=O)(=O)NCCCn2ccnc2)cc1C(=O)NC(C)C,10,2,0,-1,6.4,-2.3,27,-4,100,-3
CCc1cc2c(=O)c(-c3nc4ccccc4n3C)c(COCC(=O)O)oc2cc1OC(=O)C(C)(C)C,5,-6,.,-2,0.5,-1.1,31,-4,98,0
CC(=O)Nc1ccc(NC(=O)Cn2c(=O)n(-c3ccccc3)c(=O)c3oc4ccccc4c32)cc1,15,-2,-2,1,2.0,-2.8,5,0,94,-4
CN(C(=O)c1cccc(NC(=O)Cc2ccc(NC(=O)C3CCN(C(=O)CCc4ccccc4)CC3)cc2)c1)C1CC1,7,-5,-1,-7,-1.6,-1.4,0,2,109,4
Cc1cccc(C)c1NC(=O)c1cnn(-c2ccccc2)c1C,0,2,2,-1,-2.3,0.0,8,0,110,2
Cc1ccc(CNC(=O)Cn2nnc(C(=O)Nc3cccc(C)c3C)c2N)cc1,-94,-8,-2,3,1.2,17,-12,5,95,1
CCc1ccc(CNC(=O)CCCn2c(=O)c3cccn3c3cccnc32)cc1,4,-2,0,0,0.7,-0.7,19,-4,106,7
Cc1cc(/C=N/NC(=O)C(=O)NCc2ccccn2)c(C)n1-c1ccccc1,16,-11,-1,2,-2.3,-3.1,3,1,105,0

# Record cards, from the list above:
# CNC(=O)c1c(NC(=O)CS(=O)(=O)c2ccc(F)cc2)sc(C)c1C is entered as MOR-DOR inv ag: 7; RTF Ca sens inh: -9; Wnt bcat act: .; Keap1 Nrf2 FP: 0; LANA DNA inh: 0.3; MOR-DOR ag: -1.4; Arr AP2 block: 28; cardiac RTF act: -1; Pemphigus Ab inh: 101; V-ATPase pHluor: 0
# Cc1cc(C)c(S(=O)(=O)NCC(c2cccnc2)N2CCN(Cc3ccccc3)CC2)c(C)c1 (centres undefined) is entered as MOR-DOR inv ag: 1; RTF Ca sens inh: 0; Wnt bcat act: -5; Keap1 Nrf2 FP: -2; LANA DNA inh: 0.7; MOR-DOR ag: -0.2; Arr AP2 block: 0; cardiac RTF act: 2; Pemphigus Ab inh: 115; V-ATPase pHluor: 1
